HTR5A inv ctr: HTR5A inverse agonism, opioid heterodimer counter-screen | HTR5A cell line, luminescence | P47898 | hit rate 0.083% among 340,000 | AID 504634 | inhibition, % at 9.3 µM; in the data active means inhibition mostly above about 23%, no sharp cut-off; inactive means mostly below about 18%;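 further: 0% = cells with DMSO and 100% = no-cell wells with DMSO; some compounds called inactive have numbers as strong as hits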
Target sequence (P47898 whole entry, looked up): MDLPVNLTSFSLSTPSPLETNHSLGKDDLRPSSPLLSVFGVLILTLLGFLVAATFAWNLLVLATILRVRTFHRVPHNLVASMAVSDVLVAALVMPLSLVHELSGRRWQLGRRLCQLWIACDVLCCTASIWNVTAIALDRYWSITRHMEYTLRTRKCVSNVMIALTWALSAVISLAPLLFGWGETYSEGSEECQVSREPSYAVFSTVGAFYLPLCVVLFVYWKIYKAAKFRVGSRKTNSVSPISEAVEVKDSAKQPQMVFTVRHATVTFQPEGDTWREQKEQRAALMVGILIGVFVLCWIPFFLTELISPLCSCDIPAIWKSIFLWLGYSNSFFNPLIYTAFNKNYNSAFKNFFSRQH
AddAB inh: less growth of phage-infected E. coli with AddAB; E. coli expressing H. pylori AddAB, absorbance growth; inhibition, % at 11.9 µM; hit rate 0.29% among 330,000; in the data active means inhibition above about 12%;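 further: 0% = vehicle wells of infected cells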
Ecoli viability: bacterial growth inhibition, counter-screen for AddAB inhibitors; E. coli V3065 growth, OD600 absorbance, 18 h; inhibition, % at 11.9 µM; hit rate 0.27% among 330,000; AID 449728;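 active means inhibition above the campaign's mean inhibition across all tested compounds plus 3 SD, cut at about 9.9% in these data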;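 further: uninfected addAB+ strain grown without phage in ampicillin broth; 0% = DMSO wells and 100% = ciprofloxacin 0.95 µg/ml wells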
PfHsp90 set2: inhibits growth of yeast expressing Plasmodium falciparum Hsp90; S. cerevisiae expressing PfHsp90, BacTiter-Glo ATP, 48 h; yeast lacking PDR1 and PDR3 efflux regulators; inhibition, % at 9.4 µM; hit rate 0.32% among 310,000; AID 504621;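 active means every replicate shows inhibition above about 80%, whatever the replicate mean, limit read from the data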;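 further: 0% = DMSO neutral controls and 100% = 20 µM radicicol positive controls; yeast relying on Plasmodium falciparum Hsp90 in place of its own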
Tat transport: E. coli Tat transport inhibition. inhibition, % at 10 µM. E. coli MC4100 TorA-mCherry Tat export, fluorescence. hit rate 0.036% among 340,000;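 active means mean replicate inhibition at least 50% and at least half of replicates individually reaching 50%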;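 further: exported cargo escapes ClpAP degradation while cytoplasmic cargo is degraded and loses fluorescence; 0% = median of neutral control wells and 100% = median of NaSCN control wells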
PKA-R1A activ: PKA-R1A complex activation; P00514+P68181; PKA-R1A dissociation, Cy5-IP20 fluorescence polarization; scaled: DMSO 0%, 113 µM cGMP 100%; activation, % at 11.4 µM; hit rate 0.083% among 340,000; AID 504707;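 active means percent activation above the mean of all tested compounds plus 3 SD, cut at about 19% in these data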;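 further: higher means more PKAc released from R1A so a rise in polarization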
phage Ecoli inh: E. coli growth loss with phage present; growth absorbance; inhibition, % at 11.9 µM; hit rate 0.26% among 360,000; AID 651602; in the data active means inhibition above about 11%
MOR-DOR inv ag: inverse agonists of human mu-delta opioid receptor heterodimerization; P35372+P41143; cell-based MOR-DOR heterodimer luminescence, inverse agonism; hit rate 0.21% among 340,000; inhibition, % at 9.3 µM; in the data active means inhibition above about 22%, passing the limit was not always enough;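 further: 0% = cells with DMSO and 100% = wells without cells with DMSO; values of inactives mirror those of a sister screen read the other way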
Mot1-301 SUMO: inhibitors of SUMOylation pathway: yeast Mot1-301 growth rescue | S. cerevisiae Mot1-301 growth rescue, ATP luminescence, 38.5C; percent above DMSO median, 100 means doubled | growth rescue, % at 18.8 µM | hit rate 1% among 320,000 | AID 2716;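 active means every valid replicate shows activation above 250% relative to neutral control wells; inactive means the rest, any valid replicate at or below 250%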;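 further: OY570 slx delta 5 strain wells were the positive control but not used for scaling; some compounds called inactive have numbers as strong as hits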
OPRM1-OPRD1 ag: agonists of human mu-delta opioid receptor heterodimerization; cells, OPRM1-OPRD1 heterodimerization, luminescence; hit rate 0.3% among 340,000; P35372+P41143; activation, % at 9.3 µM; in the data active means activation above about 18%;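 further: 0% = vehicle-treated cells and 100% = reference agonist; values of inactives mirror those of a sister screen read the other way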
PKA-R2B act: PKA-R2B complex activation; hit rate 0.079% among 340,000; AID 504700; activation, % at 11.4 µM; P22694+P31323; PKA-R2B holoenzyme dissociation, Cy5-IP20 fluorescence polarization; R2B truncated from residue 108, S112A mutant; 0% DMSO only, 100% 113 µM cGMP;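 active means activation above a cutoff set at the mean over all compounds plus 3 SD, cut at about 18% in these data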;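 further: higher means more holoenzyme dissociation and a rise in polarization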
Target sequence (P31323 whole entry, looked up, other chains not shown, the tested form may be a part): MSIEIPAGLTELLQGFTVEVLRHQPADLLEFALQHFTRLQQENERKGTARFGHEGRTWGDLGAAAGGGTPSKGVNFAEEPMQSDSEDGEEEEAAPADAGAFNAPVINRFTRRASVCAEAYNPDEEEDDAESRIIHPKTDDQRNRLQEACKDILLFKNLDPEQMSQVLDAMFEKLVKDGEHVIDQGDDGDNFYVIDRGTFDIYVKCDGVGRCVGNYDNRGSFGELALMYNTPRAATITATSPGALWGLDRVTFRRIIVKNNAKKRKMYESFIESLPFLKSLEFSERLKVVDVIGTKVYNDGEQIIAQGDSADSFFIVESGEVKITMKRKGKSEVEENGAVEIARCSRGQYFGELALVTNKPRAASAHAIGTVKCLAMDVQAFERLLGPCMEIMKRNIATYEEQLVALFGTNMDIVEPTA
Active calls of the source: *; x = not tested or not shown.

SMILES	HTR5A inv ctr	AddAB inh	Ecoli viability	PfHsp90 set2	Tat transport	PKA-R1A activ	phage Ecoli inh	MOR-DOR inv ag	Mot1-301 SUMO	OPRM1-OPRD1 ag	PKA-R2B act
CC(=O)Nc1ccc(NC(=O)c2cccc3ccccc23)cc1	-5	2.1	-0.4	5	-5	-2	1.3	1	0	-0.2	-2
CCCCC(=O)Nc1ccccc1N1CCOCC1	-4	-0.6	-0.6	-21	-5	-9	3.2	-1	11	0.1	-10
O=S(=O)(c1ccc(-c2nnc(SCc3nnc(-c4ccccc4)o3)o2)cc1)N1CCCC1	0	-1.0	-2.7	2	-5	-4	2.4	18	-10	-3.6	-8
CCN(CC)CCOc1ccccc1C(C)=O	-9	3.3	2.9	0	-9	5	5.2	19	-3	-3.8	-10
CC(=O)c1ccc(S(=O)(=O)N2CCN(CCOc3ccccc3)CC2)cc1	13	-0.7	-0.3	7	1	-9	0.1	4	3	-1.1	8
Cc1cccc(N2C(=O)/C(=C\c3ccc(OC(F)F)cc3)c3ccccc3C2=O)c1	-1	2.9	-3.4	97*	-14	-7	0.5	0	0	0.1	-12
CCN(CC)c1ccc(C(=O)NC(=S)Nc2cc(S(=O)(=O)N3CCOCC3)ccc2-n2cncn2)cc1	23	0.7	-1.4	-13	-8	-10	4.9	16	-1	-2.6	-7
CCOc1ccc(C(CC(=O)O)NC(=O)CCCOc2ccc(Cl)cc2C)cc1 (stereo not drawn)	-11	3.8	1.7	0	-6	-3	3.1	11	-2	-2.3	-5
c1ccc(Oc2cccc(OCCCCN3CCCC3)c2)cc1	0	-0.5	-0.9	-13	4	-2	4.8	5	3	-0.6	9
O=C(C[n+]1ccc(/C=N/O)cc1)N1CCCCC1	1	2.8	-1.3	3	-10	0	-2.2	10	-19	-1.9	4
O=C(Nc1ccc(N2CCCCC2)c(S(=O)(=O)Nc2ccccc2Cl)c1)c1cccnc1	-11	-1.9	-1.5	-33	9	-3	3.0	-15	-3	3.0	2
COc1cc(/C=C2\SC(=S)N(CC(=O)Nc3ccc(O)cc3)C2=O)cc(OC)c1OC	6	x	x	x	-15	-7	3.9	-5	x	0.7	2
CN(Cc1cccs1)c1ncnc2sccc12	-2	2.6	-1.6	-31	-1	-4	1.9	2	-5	-0.4	5
O=C(NCCCn1ccnc1)Nc1ccc(Cl)cc1Cl	-21	1.8	2.4	-8	0	-7	1.9	10	-31	-1.7	-3
CCCCC(CC)C(=O)Nc1cc(C(=O)NCc2ccc(C)cc2)ccc1N1CCC2(CC1)CC(c1ccccc1)=NO2 (stereo not drawn)	-21	-1.6	1.6	1	-2	5	4.2	13	-5	-2.5	-8
Nc1ccc(Cc2ccc(N)c(C(=O)O)c2)cc1C(=O)O	-15	2.1	0.1	9	3	-8	1.0	1	-4	-0.2	-10
O=C(CSc1nnc(-c2ccccc2)n1-c1ccc(Cl)cc1)NNC(=S)Nc1ccccc1	-4	1.6	0.3	-9	0	-15	1.3	2	-18	-0.3	-1
COc1ccc(NC(=O)c2cc(S(=O)(=O)NCC3COc4ccccc4O3)ccc2F)cc1 (stereo not drawn)	-1	7.2	1.5	9	-4	-7	2.7	-14	-7	2.8	-4
Cc1ccc(CNC(=O)CSc2ccc(-c3ccccn3)nn2)cc1	-13	2.1	1.9	12	-7	1	-0.1	6	19	-1.2	2
CCn1nc(C)c(CN2CCC(n3nccc3NC(=O)CCCc3ccccc3)CC2)c1C	-9	-1.9	-1.4	0	-2	-8	1.5	-2	54	0.3	1
COc1ccccc1-n1c(C)c2c(OC)cccc(=O)c2c1C	-4	1.5	-0.6	-6	-4	-3	1.2	22	217	-4.0	3
CN1CCN(C(=O)Cn2ncc3c([nH]c4ccccc43)c2=O)CC1	-36	3.2	1.3	4	7	-4	2.8	11	-3	-2.1	-4
O=C1N(Cc2cccc(Cl)c2)C[C@@H]2C[C@@H](c3cccn3-c3cccnc3)N3CCC[C@@]123	-5	-0.2	-1.4	-10	-13	4	3.0	14	15	-2.5	13
NC(=O)COC(=O)/C=C/c1cccc(Br)c1	5	3.4	-1.3	-17	1	9	4.6	8	0	-1.6	-2
CCOc1cc(C(=O)NC)cc(Br)c1OCc1ccccc1	3	-1.2	-0.4	-16	3	-9	0.0	9	-10	-2.0	5
O=C(O)c1ccccc1C=NN=C1c2ccccc2-c2ccccc21	-13	x	x	0	0	-3	2.4	12	x	-2.7	-5
Cc1c(NS(=O)(=O)c2cc(C(=O)NCc3ccco3)cc(Cl)c2Cl)c(=O)n(-c2ccccc2)n1C	-9	-1.4	-0.7	-2	14	-14	2.2	1	1	-0.2	-15
O=C(C1CCN(c2ccc(N3CCOCC3)nn2)CC1)N1CCc2ccccc2C1	-7	2.3	-0.2	1	3	-3	1.9	0	-4	-0.1	5
CN1CCN(c2cc3c(cc2F)c(=O)c(C(=O)O)cn3CCF)CC1	-23	99*	100*	9	82*	-3	99*	-2	7	0.4	-6
Fc1cccc(NC(=S)Nc2cccc3ccccc23)c1	-37	0.2	-3.3	12	3	-10	2.4	3	-7	-0.5	2
COc1ccc(-c2nc(CSCC(=O)NCCCN3CCCC3=O)c(C)o2)cc1	-5	0.6	-2.1	28	-4	-2	1.3	0	12	0.1	-8
N/C(=N\OC(=O)N1c2ccccc2Sc2ccccc21)c1ccc(Br)cc1	-21	3.0	1.1	-49	3	-7	4.1	-12	4	2.4	-10
O=C(CCSc1ccccc1)Nc1ccc(S(=O)(=O)N2CCOCC2)cc1	-23	1.6	-0.1	2	-2	-5	4.3	-1	5	0.2	6
O=C1c2ccccc2C(=O)N1c1nc(-c2cccs2)cs1	-6	1.2	-0.7	-6	-2	-9	2.4	5	164	-1.0	-11
O=C(NCc1nnnn1-c1ccc(F)cc1)c1ccc([N+](=O)[O-])o1	-23	3.9	4.2	x	-9	1	0.4	-13	-13	2.4	-13
O=C(COc1ccc([N+](=O)[O-])cc1)NCCC1=CCCCC1	19	-1.5	0.4	-66	-4	-4	3.2	7	-10	-1.3	7
O=C(CSc1nnc(CNC(=O)c2ccco2)o1)c1ccccc1	-7	0.2	2.3	6	0	-2	3.2	9	-13	-1.4	-1
CC(N)C12CC3CC(CC(O)(C3)C1)C2 (stereo not drawn)	-11	3.2	-2.0	8	-2	0	2.0	4	-16	-0.7	-5
CCN(CC)c1nc2cc(C)ccc2cc1/C=C(\C#N)C(N)=O	8	4.5	1.1	-20	-15	2	2.1	-5	-23	0.9	-5
Cc1cnc(NC(=O)Cc2ccc(C)c(C)c2)s1	-2	-2.0	-1.6	-38	3	-10	-0.1	11	3	-1.7	-8
NC(=O)[C@H](Cc1cc2ccccc2s1)NC(=O)[C@@H]1CC2(CC(c3cccc(NC(=O)[C@@H]4CCC(=O)N4)c3)=NO2)CN1C(=O)/C=C/Sc1ccccc1 (stereo partly drawn)	-20	1.3	-2.9	2	-28	-12	1.3	9	-10	-1.6	-5
Cc1ccccc1Nc1ccc(S(=O)(=O)N2CCOCC2)cc1[N+](=O)[O-]	-8	1.4	-2.6	-21	-4	8	0.9	-8	4	1.4	-4
Cc1nc2ccc(C(=O)O)cc2nc1C	3	2.1	4.7	5	-4	-3	1.9	0	4	0.0	2
CCCCCn1c(NC2CCCCC2)nc2c1c(=O)[nH]c(=O)n2C	-18	-0.5	0.7	16	-15	-2	4.0	13	3	-2.5	0
CN(C)S(=O)(=O)c1cccc(NC(=O)CSc2nc3ccccc3n2-c2ccccc2)c1	-2	3.5	0.3	0	3	-1	2.3	-8	-7	1.6	-7
COc1ccc(-c2cc(C(F)(F)F)nc(SCC(=O)N(C)Cc3cnn(C)c3C)n2)cc1OC	5	1.7	1.9	-81	1	3	3.8	3	-14	-0.4	0
COc1cc(-c2c(-c3cccc(C)c3)oc3ccccc23)cc(OC)c1OC	-11	2.4	1.2	3	-2	2	1.4	1	-7	-0.1	-7
CC(C)(C)c1cc(S(=O)(=O)CCc2ccncc2)cc(C(C)(C)C)c1F	-16	1.1	-0.4	2	9	-2	2.1	9	96	-1.7	-10
COC(=O)c1ccc(C2/C(=C(/O)c3ccc(OC)cc3)C(=O)C(=O)N2c2cc(C)on2)cc1 (stereo not drawn)	6	-0.1	-2.7	-51	-4	2	0.6	16	-3	-2.8	-8
O=C(NC1CCCC1)C1c2ccccc2C(=O)N1C1CCCCC1 (stereo not drawn)	-11	1.6	-0.9	-3	-1	2	0.6	0	-1	0.0	0
CC(=O)[C@@]1(O)CCC2C3C=CC4=CC(=O)CC[C@]4(C)C3CC[C@@]21C (stereo partly drawn)	-2	0.3	-1.2	-42	-3	-2	1.0	-5	130	1.3	10
c1ccc(C2=Nn3c(nnc3-c3cccs3)SC2)cc1	22	-0.3	0.7	-32	-2	-6	0.3	19	3	-4.0	-5
O=C(C1=C(O)C(=O)N(Cc2ccccc2)C1c1ccncc1)c1ccco1 (stereo not drawn)	15	-0.9	-2.1	-3	-5	2	-0.5	-2	6	0.3	-2
CC(C)CCN(C)C1CCN(C(=O)Nc2c(F)cccc2F)CC1	0	28*	4.8	14	-1	-1	3.7	-6	-17	1.0	-11
CC1CCCC=CC2CC(OC(=O)CN(C)C)CC2C(O)C=CC(=O)O1 (stereo not drawn)	-5	x	x	-13	3	4	-2.4	28	x	-6.5	-4
OC(CNCCNc1ncccc1C(F)(F)F)Cn1ccc2ccccc21 (stereo not drawn)	-29	5.8	2.8	-7	0	3	1.5	-32	-17	6.4	8
CC(=O)N1CCN(S(=O)(=O)c2ccc(C)cc2)C1C(C)C (stereo not drawn)	-4	-1.6	-1.2	x	-7	-4	3.4	21	56	-4.0	13
Cc1ccccc1C(=O)NNC(=O)C(C)N1C(=O)c2ccccc2C1=O (stereo not drawn)	10	1.9	-0.5	4	3	-10	1.6	10	-15	-1.7	-5
CCCc1[nH]nc2c1C(c1ccc(OC)c(CSC3=NCCS3)c1)C(C#N)=C(N)O2 (stereo not drawn)	0	-3.5	-3.1	2	9	-9	0.2	23	4	-4.7	1
O=[N+]([O-])c1ccc(-c2nc(Nc3cccc(O)c3)c3ccccc3n2)cc1	-6	0.2	0.8	5	3	-4	0.8	-30	-3	6.7	-4
Cn1c(=O)c2cc(S(=O)(=O)NC(Cc3ccccc3)C(=O)NCc3ccco3)ccc2n(C)c1=O (stereo not drawn)	-25	1.5	1.5	-23	-3	-4	-0.7	-2	-19	0.5	-4
O=C(COc1ccc2ccc(=O)oc2c1)N1CC[C@@]2(O)CCCC[C@H]2C1	1	4.4	-0.3	-3	4	-4	3.1	11	-30	-2.1	-10

Screening data as filed in PubChem.
